Screens from PubChem.
FUS suppressor: qHTS for Suppressors of FUS Proteinopathy: Primary screen using FUS-linked yeast assay; S. cerevisiae FUS-expressing, growth rescue, OD600, 24 h; Potency, µM (top dose mostly 76.6 µM), without a hit: at the highest dose growth rescue (activation), most hits filed as activators; actives 0.24% (n = 390,000); AID 1347120, 2019;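 note: potency is the fitted concentration of half-maximal effect; plate controls were DMSO vehicle for no effect and reference control for full effect; nearly all actives have a fitted effect of over 55% in size; some results filed as inactive show a strong effect at the top dose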
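Galactose (2%) drives FUS expression in yeast precultured in raffinose; seeding density OD 0.005. Test compounds incubated 24hr at 30C and 99% humidity before absorbance at 600 nm was measured.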
Abeta rescue: qHTS for compounds that reverse cellular toxicity of Amyloid beta (A-beta) peptide in yeast: Primary Screen | actives 0.063% (n = 410,000) | yeast expressing A-beta42, growth rescue, OD600, 48 h; response scale: 0% DMSO, 100% iron-clioquinol control | Potency, µM (highest dose often 46.1 µM), for inactives: top-dose growth rescue, most hits filed as activators | AID 1347071, 2019; note: potency is the fitted concentration of half-maximal effect; nearly all actives have a fitted effect of over 55% in size
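Yeast A-beta toxicity model in growth medium with pinned compounds, 48 h at 30 C; growth read as absorbance at 600 nm. Normalized to FeCl3/clioquinol equimolar mix (positive) and DMSO (negative).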
EPAC1 antag: qHTS for Antagonist of cAMP-regulated guanine nucleotide exchange factor 3 (EPAC1): primary screen; EPAC1 GEF assay, Rap1b-BODIPY-GDP exchange fluorescence; AID 720709, 2013; Rap guanine nucleotide exchange factor 3 (Homo sapiens), O95398; actives 0.14% (n = 360,000); Potency, µM (doses to about 115 µM), without a hit: at the highest dose activity change, negative = inhibition, hits mostly inhibitors;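 note: potency is the fitted concentration of half-maximal effect; plate controls were vehicle for no effect and positive control for full effect; nearly all actives have a fitted effect of over 50% in size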
WRN inhibitor: qHTS for Inhibitors of WRN Helicase | Bifunctional 3'-5' exonuclease/ATP-dependent helicase WRN (Homo sapiens), Q14191 | WRN helicase unwinding, fluorescent forked duplex, kinetic | Potency, µM (highest dose often 114 µM), inactives show top-dose activity change, negative = inhibition, actives largely listed as inhibitors | actives 0.46% (n = 360,000) | AID 651768, 2012; note: potency is the fitted concentration of half-maximal effect; % is set by controls: 0 for no effect and ±100 for the full control effect; nearly all actives have a fitted effect of over 55% in size
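Kinetic red-fluorescence monitoring (525/598 nm) tracks WRN helicase activity after 100 nM fluorophore-quencher forked duplex and 2 mM ATP are added to 20 nM enzyme pretreated 15 min at room temperature with compound.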
IL-2 act: qHTS of IL-2 Activators. IL-2 activation reporter assay, cell-based qHTS; stimulated with anti-CD3/CD4/CD28 beads; in transgenic mouse T cells. activation, % (series mostly up to about 46 µM). actives 0.065% (n = 360,000); in the data active = activation above about 50%; inconclusive = mostly about 30% to 49%; note: 0% is about no effect
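Unstimulated transgenic mouse T cells, 750 per well, received compound and, after 60 minutes, anti-CD3/anti-CD4 bead plus anti-CD28 stimulation. EGFP and DsRed were quantified after 18 hours.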
PI5P4K alpha inh: qHTS for Inhibitors of phosphatidylinositol 5-phosphate 4-kinase (PI5P4K); actives 1.2% (n = 330,000); max response, %; Phosphatidylinositol 5-phosphate 4-kinase type-2 alpha (Homo sapiens), P48426; PI5P4Kalpha enzyme, ADP-Glo luminescence, 60 min; stronger effect = lower value; AID 652105, 2013; active = max response of -50% or lower; inconclusive = between -30% and -50%; inactive = -30% or higher; note: value at the top dose of about 77 µM; % is set by controls: 0 for no effect and ±100 for the full control effect
Target sequence (P48426 whole entry, looked up): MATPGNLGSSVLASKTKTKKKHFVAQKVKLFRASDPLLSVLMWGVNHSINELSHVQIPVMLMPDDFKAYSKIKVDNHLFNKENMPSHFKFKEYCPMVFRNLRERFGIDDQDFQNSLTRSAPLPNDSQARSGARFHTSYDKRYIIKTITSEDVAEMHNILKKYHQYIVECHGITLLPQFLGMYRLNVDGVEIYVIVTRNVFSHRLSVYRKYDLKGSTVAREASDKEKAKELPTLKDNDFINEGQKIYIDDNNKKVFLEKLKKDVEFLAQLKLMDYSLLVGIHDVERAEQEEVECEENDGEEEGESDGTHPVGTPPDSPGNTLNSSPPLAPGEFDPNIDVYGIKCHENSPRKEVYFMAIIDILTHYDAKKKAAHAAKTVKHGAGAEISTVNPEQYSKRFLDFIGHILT
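Reactions run in 0.038 M HEPES pH 7.4, 0.28 mM EGTA, 0.1% CHAPS and 5% DMSO, with PI5P4Kalpha, substrate, compound and 5 microM ATP final, one hour at room temperature. Readout is ADP-Glo luminescence.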
EPAC1 agonist: qHTS for Agonist of cAMP-regulated guanine nucleotide exchange factor 3 (EPAC1): primary screen. actives 0.073% (n = 360,000). AID 720707, 2013. Potency, µM (series often up to 154 µM), for inactives: top-dose activation, most hits filed as activators. EPAC1 agonist qHTS, biochemical assay; response scale: 100% = response to 6.5 mM cAMP. Rap guanine nucleotide exchange factor 3 (Homo sapiens), O95398; note: potency is the fitted concentration of half-maximal effect; nearly all actives have a fitted effect of over 60% in size
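Compounds were pinned as a concentration titration into mixtures of EPAC1 (100 nM), BODIPY-GDP-loaded Rap1B (250 nM) and GDP (50 uM). After 5 min at room temperature, fluorescence was followed for 30 min; activity was scaled to 6.5 mM cAMP.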
PLK1 PBD block: qHTS for Inhibitors of PLK1-PDB (polo-like kinase 1 - polo-box domain): Primary Screen; AID 720504, 2013; actives 2.8% (n = 360,000); Potency, µM, for the others: max response, negative = inhibition, hits mostly inhibitors; Plk1 PBD binding of FITC phosphopeptide, fluorescence polarization; Serine/threonine-protein kinase PLK1 (Homo sapiens), P53350; note: potency is the fitted concentration of half-maximal effect; series mostly up to about 57 µM; % is set by controls: 0 for no effect and ±100 for the full control effect; nearly all actives have a fitted effect of over 65% in size
Target sequence (P53350 whole entry, looked up, the tested form may be a part): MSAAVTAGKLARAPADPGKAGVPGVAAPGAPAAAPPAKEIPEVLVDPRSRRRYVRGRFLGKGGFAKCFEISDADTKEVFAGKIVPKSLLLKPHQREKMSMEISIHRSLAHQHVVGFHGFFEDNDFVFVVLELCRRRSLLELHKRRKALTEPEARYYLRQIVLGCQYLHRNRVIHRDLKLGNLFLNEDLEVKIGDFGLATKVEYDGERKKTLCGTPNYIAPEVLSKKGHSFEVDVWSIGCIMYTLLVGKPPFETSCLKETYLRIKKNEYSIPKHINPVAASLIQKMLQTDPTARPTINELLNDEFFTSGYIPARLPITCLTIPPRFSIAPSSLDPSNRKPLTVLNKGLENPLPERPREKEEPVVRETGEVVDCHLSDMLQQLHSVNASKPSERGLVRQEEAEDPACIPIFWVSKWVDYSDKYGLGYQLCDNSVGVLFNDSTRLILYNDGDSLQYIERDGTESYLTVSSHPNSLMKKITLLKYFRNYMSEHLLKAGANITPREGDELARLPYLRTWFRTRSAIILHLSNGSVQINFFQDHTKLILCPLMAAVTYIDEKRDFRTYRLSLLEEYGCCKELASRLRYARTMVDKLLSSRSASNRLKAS
An asterisk follows results filed as active; [ ] = another dose, or the depositor's remark. Unless noted, calls come from the whole dose curve; as a rule, active = well fitted curve in the direction sought with a large enough effect; inconclusive = small, poorly fitted or top-dose-only effect, or another doubt; inactive = no such curve, though single readings can be large; an effect the other way counts as inactive or inconclusive. Compounds were not picked by outcome. Share with any hit: about 4.1%.

The first 4 compounds, to show the layout:
How did COc1ccc(-c2nnc(SCC(=O)c3ccc(C)o3)o2)cc1 do in these assays?
Abeta rescue: 11%; EPAC1 antag: -2%; WRN inhibitor: -5%; IL-2 act: 0.0; PI5P4K alpha inh: 3; EPAC1 agonist: 1%; PLK1 PBD block: -7%

Results for CC(=O)n1nc(-c2ccc(Cl)cc2)nc1NCc1ccco1 ?
FUS suppressor: 26%; Abeta rescue: 5%; EPAC1 antag: -4%; WRN inhibitor: -9%; IL-2 act: 1.7; EPAC1 agonist: 9%; PLK1 PBD block: 21µM*

What do the screens show for `Cc1ccc(S(=O)(=O)NCCC(=O)Nc2ccncc2)cc1C`?
FUS suppressor: 50%; Abeta rescue: -6%; EPAC1 antag: -10%; WRN inhibitor: 6%; IL-2 act: 3.7; PI5P4K alpha inh: 1; EPAC1 agonist: 6%; PLK1 PBD block: -4%

What do the screens show for `COc1ccc(N(CC(=O)N/N=C/c2cc(Br)c(C)o2)S(=O)(=O)c2ccc(NC(C)=O)cc2)cc1`?
Abeta rescue: 0%; EPAC1 antag: inconclusive; WRN inhibitor: inconclusive; IL-2 act: -1.0; PI5P4K alpha inh: -2; EPAC1 agonist: -5%; PLK1 PBD block: -20%

All compounds of this part, repeating the preview:
How did COc1ccc(-c2nnc(SCC(=O)c3ccc(C)o3)o2)cc1 do in these assays?
Abeta rescue: 11%; EPAC1 antag: -2%; WRN inhibitor: -5%; IL-2 act: 0.0; PI5P4K alpha inh: 3; EPAC1 agonist: 1%; PLK1 PBD block: -7%

Results for CC(=O)n1nc(-c2ccc(Cl)cc2)nc1NCc1ccco1 ?
FUS suppressor: 26%; Abeta rescue: 5%; EPAC1 antag: -4%; WRN inhibitor: -9%; IL-2 act: 1.7; EPAC1 agonist: 9%; PLK1 PBD block: 21µM*

What do the screens show for `Cc1ccc(S(=O)(=O)NCCC(=O)Nc2ccncc2)cc1C`?
FUS suppressor: 50%; Abeta rescue: -6%; EPAC1 antag: -10%; WRN inhibitor: 6%; IL-2 act: 3.7; PI5P4K alpha inh: 1; EPAC1 agonist: 6%; PLK1 PBD block: -4%

What do the screens show for `COc1ccc(N(CC(=O)N/N=C/c2cc(Br)c(C)o2)S(=O)(=O)c2ccc(NC(C)=O)cc2)cc1`?
Abeta rescue: 0%; EPAC1 antag: inconclusive; WRN inhibitor: inconclusive; IL-2 act: -1.0; PI5P4K alpha inh: -2; EPAC1 agonist: -5%; PLK1 PBD block: -20%

Results for COCCN(C(=O)CCC(=O)Nc1nccs1)C(C(=O)NC(C)(C)C)c1ccc(Cl)cc1 (stereo unspecified) ?
FUS suppressor: 20%; Abeta rescue: -2%; EPAC1 antag: 7%; WRN inhibitor: 16%; IL-2 act: -0.3; PI5P4K alpha inh: 1; EPAC1 agonist: -20%; PLK1 PBD block: -6%

What do the screens show for `CCn1c(SCc2ccc(C)cc2)nnc1C1CCN(S(=O)(=O)c2ccc(OC)cc2)CC1`?
FUS suppressor: 26%; Abeta rescue: -11%; EPAC1 antag: 0%; WRN inhibitor: -3%; IL-2 act: -2.9; PI5P4K alpha inh: -2; EPAC1 agonist: -1%; PLK1 PBD block: 0%

Results for CC1CN=C(N(C(=O)Nc2ccccc2)c2ccc(F)cc2)S1 (stereo unspecified) ?
FUS suppressor: -7%; Abeta rescue: 1%; EPAC1 antag: -2%; WRN inhibitor: 1%; IL-2 act: -1.7; PI5P4K alpha inh: 1; EPAC1 agonist: -2%; PLK1 PBD block: 1%

What do the screens show for `COc1ccc(C(C)(C)C)cc1NC(=O)c1cc(S(=O)(=O)N(C)C)ccc1N1CCCC1`?
Abeta rescue: 0%; EPAC1 antag: -10%; WRN inhibitor: 3%; IL-2 act: -4.2; PI5P4K alpha inh: 13; EPAC1 agonist: 7%; PLK1 PBD block: -13%

What do the screens show for `O=C(c1ccccc1)n1c2ccccc2c(=O)n1-c1ccccc1CCl`?
FUS suppressor: 29%; Abeta rescue: -52%[inhibitor]; EPAC1 antag: -6%; WRN inhibitor: -3%; IL-2 act: -0.7; PI5P4K alpha inh: -9; EPAC1 agonist: 0%; PLK1 PBD block: -17%

What do the screens show for `COc1ccccc1CNc1ccc2c(c1)CCC2`?
FUS suppressor: -3%; Abeta rescue: -2%; EPAC1 antag: 13%; WRN inhibitor: 17%; IL-2 act: -4.0; PI5P4K alpha inh: 0; EPAC1 agonist: -5%; PLK1 PBD block: 0%

How did Cc1cccc2sc(=S)[nH]c12 do in these assays?
FUS suppressor: -2%; Abeta rescue: -5%; EPAC1 antag: 1%; WRN inhibitor: 9%; IL-2 act: 0.8; PI5P4K alpha inh: inconclusive; EPAC1 agonist: 3%; PLK1 PBD block: 21µM*

What do the screens show for `N/C(=N\OC(=O)Cc1ccccc1)c1cccc(Br)c1`?
FUS suppressor: 9%; Abeta rescue: 1%; EPAC1 antag: 10%; WRN inhibitor: -9%; IL-2 act: -1.1; PI5P4K alpha inh: 12; EPAC1 agonist: 11%; PLK1 PBD block: 11%

Results for CCOC(=O)N1CCC(n2c(SCC(=O)c3ccccc3)nc3ccsc3c2=O)CC1 ?
FUS suppressor: -3%; Abeta rescue: 2%; EPAC1 antag: 0%; WRN inhibitor: -9%; IL-2 act: 3.2; EPAC1 agonist: 8%; PLK1 PBD block: -8%

What do the screens show for `CC(=O)Nc1ccc(S(=O)(=O)Nc2ccccc2C(=O)NCc2cccnc2)cc1`?
FUS suppressor: 18%; Abeta rescue: 4%; EPAC1 antag: -5%; WRN inhibitor: 0%; IL-2 act: -1.0; PI5P4K alpha inh: 2; EPAC1 agonist: 17%; PLK1 PBD block: -9%

What do the screens show for `COc1ccc(OC)c(/C=N/Nc2nc(C)cc(=O)[nH]2)c1`?
FUS suppressor: 16%; Abeta rescue: 1%; EPAC1 antag: -2%; WRN inhibitor: 89µM*; IL-2 act: -1.3; PI5P4K alpha inh: 4; EPAC1 agonist: 6%; PLK1 PBD block: -4%

Results for C[C@H]1CCC[C@]2(O[C@@H](CCO)C[C@@H](O)[C@@H]2O)O1 ?
FUS suppressor: -22%; Abeta rescue: 8%; EPAC1 antag: 1%; WRN inhibitor: -1%; IL-2 act: -1.8; PI5P4K alpha inh: -1; EPAC1 agonist: 2%; PLK1 PBD block: -5%

What do the screens show for `Cn1cccc1Cc1nnc(SCC(=O)N2CCc3ccccc32)n1CCc1ccccc1`?
FUS suppressor: inconclusive; Abeta rescue: -1%; EPAC1 antag: -16%; WRN inhibitor: 3%; IL-2 act: -2.2; PI5P4K alpha inh: -7; EPAC1 agonist: -8%; PLK1 PBD block: -3%

Results for Nc1cc(=O)[nH]c(SCc2cccc3ccccc23)n1 ?
FUS suppressor: -27%; Abeta rescue: 0%; EPAC1 antag: 0%; WRN inhibitor: 2%; IL-2 act: -2.0; PI5P4K alpha inh: -9; EPAC1 agonist: -7%; PLK1 PBD block: 0%

What do the screens show for `CON1C(=O)C(=O)N(OC)C2CCCCCC21` (stereo unspecified)?
FUS suppressor: -12%; Abeta rescue: -10%; EPAC1 antag: 3%; WRN inhibitor: 7%; IL-2 act: -1.7; PI5P4K alpha inh: -4; EPAC1 agonist: 2%; PLK1 PBD block: 1%

Results for Cc1cc(C)n2nc(C(=O)N/N=C/c3c4ccccc4cc4ccccc34)nc2n1 ?
FUS suppressor: inconclusive; Abeta rescue: -11%; EPAC1 antag: inconclusive; WRN inhibitor: inconclusive; IL-2 act: 2.7; PI5P4K alpha inh: -12; EPAC1 agonist: -33%[inhibitor]; PLK1 PBD block: -4%

How did COCC(=O)N(Cc1cc2cc(OC)ccc2[nH]c1=O)c1ccc(C)cc1 do in these assays?
FUS suppressor: -11%; Abeta rescue: -6%; EPAC1 antag: -3%; WRN inhibitor: -7%; IL-2 act: -0.4; PI5P4K alpha inh: -3; EPAC1 agonist: 7%; PLK1 PBD block: 2%

What do the screens show for `O=C(OCc1c(F)cccc1Cl)c1cccc(S(=O)(=O)N2CCOCC2)c1`?
Abeta rescue: -12%; EPAC1 antag: -4%; WRN inhibitor: 0%; IL-2 act: 0.7; PI5P4K alpha inh: 0; EPAC1 agonist: 9%; PLK1 PBD block: -5%

How did COc1cc(NC(=O)c2[nH]c(C)c(C(C)=O)c2C)cc(OC)c1OC do in these assays?
FUS suppressor: 5%; Abeta rescue: -9%; EPAC1 antag: -5%; WRN inhibitor: 0%; IL-2 act: -0.6; PI5P4K alpha inh: 3; EPAC1 agonist: 1%; PLK1 PBD block: -7%

Results for O=C(COC(=O)c1ccc(S(=O)(=O)N2CCCCC2)cc1)Nc1ccccc1 ?
FUS suppressor: -10%; Abeta rescue: -7%; EPAC1 antag: inconclusive; WRN inhibitor: -2%; IL-2 act: 0.9; PI5P4K alpha inh: 5; EPAC1 agonist: 1%; PLK1 PBD block: -7%

How did O=C(NC(=S)N1CCCCC1c1cccnc1)c1ccc(F)cc1 (stereo unspecified) do in these assays?
FUS suppressor: 10%; Abeta rescue: 14%; EPAC1 antag: 3%; WRN inhibitor: -6%; IL-2 act: -3.3; PI5P4K alpha inh: 2; EPAC1 agonist: 16%; PLK1 PBD block: inconclusive

Results for COCC(=O)OCC(=O)Nc1cc(C(C)(C)C)nn1-c1ccccc1 ?
FUS suppressor: 3%; Abeta rescue: 11%; EPAC1 antag: -20%; WRN inhibitor: -3%; IL-2 act: 0.7; PI5P4K alpha inh: 0; EPAC1 agonist: 23%; PLK1 PBD block: -9%
